Screens: PubChem BioAssay, National Center for Advancing Translational Sciences (NCATS)
ALDH1A1 inh = inhibitors of human aldehyde dehydrogenase 1A1; P00352; Purified ALDH1A1, NADH fluorescence, propionaldehyde substrate; Potency, µM (highest dose often 75.3 µM), without a hit: top-dose activity, negative = inhibition, actives largely listed as inhibitors; actives 7.3% (n = 220,000); active = well fitted inhibition curve with a large enough effect, not every such curve was filed as active; inconclusive = small, poorly fitted or top-dose-only effect, or another doubt; inactive = no such curve, though single readings can be large or run the other way;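 note: plate controls were no enzyme wells and a reference inhibitor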
KDM4E inh = inhibitors of human JMJD2E histone demethylase; JMJD2E catalytic domain, FDH-coupled NADH fluorescence (FDH is formaldehyde dehydrogenase); Potency, µM (doses to about 57.1 µM), for inactives: top-dose activity change, negative = inhibition, actives largely listed as inhibitors; actives 1.6% (n = 230,000); B2RXH2; active = well fitted inhibition curve with a large enough effect, not every such curve was filed as active; inconclusive = small, poorly fitted or top-dose-only effect, or another doubt; inactive = no such curve, though single readings can be large or run the other way;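 note: 0% = wells with enzyme and -100% = buffer wells without enzyme; nearly all actives have a fitted effect of over 50% in size; many of its hits are not listed in these tables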
Tau ThT inhib = inhibitors of human tau fibril formation, thioflavin T binding; recombinant tau K18 P301L (four-repeat tau fragment), heparin-induced fibrillization, ThT fluorescence; Potency, µM (highest dose often 57.4 µM), inactives show top-dose activity, negative = inhibition, actives largely listed as inhibitors; actives 2.1% (n = 270,000); AID 1460; note: % is set by controls: 0 for no effect and ±100 for the full control effect; nearly all actives have a fitted effect of over 55% in size
Target sequence (P10636 561-689 P618L limits assumed): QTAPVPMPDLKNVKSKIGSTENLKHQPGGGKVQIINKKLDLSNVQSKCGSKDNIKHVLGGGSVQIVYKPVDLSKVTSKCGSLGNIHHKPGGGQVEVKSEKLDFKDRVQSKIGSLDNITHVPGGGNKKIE
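In this qHTS, human K18 P301L tau is incubated with compound and heparin for 6 hr at 37 C, and Thioflavin T fluorescence then reports fibril load.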
LMNA splice mod = LMNA splicing modulation. HeLa LMNA splicing GFP/RFP minigene ratio, 48 h. Potency, µM (highest dose often 46.1 µM), for inactives: at the highest dose ratio change, negative = inhibition, hits mostly inhibitors. actives 0.01% (n = 200,000). AID 1487; active = well fitted inhibition curve with a large enough effect in the signal ratio, with a control signal flat, not every such curve was filed as active; inconclusive = small, poorly fitted or top-dose-only effect, or effect the other way, or a change in a side signal; the % refers to the signal ratio; note: % is set by controls: 0 for no effect and ±100 for the full control effect
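Read-out is the ratio of GFP to DsRed2 object intensity, acquired by 488 nm laser-scanning cytometry on HeLa lamin A-EGFP minigene reporter cells. Compound incubation 48 hrs at 37 °C in Opti-MEM with 2% FBS; DMSO 0.5% final.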
L3MBTL1 block = inhibitors of human L3MBTL1. Q9Y468. AlphaScreen L3MBTL1–H3K9me1 peptide binding. Potency, µM (doses to about 57.1 µM), without a hit: at the top dose activity, negative = inhibition, most hits filed as inhibitors. actives 0.66% (n = 230,000). AID 485360; note: % is set by controls: 0 for no effect and ±100 for the full control effect; nearly all actives have a fitted effect of over 60% in size
Target sequence (Q9Y468 whole entry, looked up): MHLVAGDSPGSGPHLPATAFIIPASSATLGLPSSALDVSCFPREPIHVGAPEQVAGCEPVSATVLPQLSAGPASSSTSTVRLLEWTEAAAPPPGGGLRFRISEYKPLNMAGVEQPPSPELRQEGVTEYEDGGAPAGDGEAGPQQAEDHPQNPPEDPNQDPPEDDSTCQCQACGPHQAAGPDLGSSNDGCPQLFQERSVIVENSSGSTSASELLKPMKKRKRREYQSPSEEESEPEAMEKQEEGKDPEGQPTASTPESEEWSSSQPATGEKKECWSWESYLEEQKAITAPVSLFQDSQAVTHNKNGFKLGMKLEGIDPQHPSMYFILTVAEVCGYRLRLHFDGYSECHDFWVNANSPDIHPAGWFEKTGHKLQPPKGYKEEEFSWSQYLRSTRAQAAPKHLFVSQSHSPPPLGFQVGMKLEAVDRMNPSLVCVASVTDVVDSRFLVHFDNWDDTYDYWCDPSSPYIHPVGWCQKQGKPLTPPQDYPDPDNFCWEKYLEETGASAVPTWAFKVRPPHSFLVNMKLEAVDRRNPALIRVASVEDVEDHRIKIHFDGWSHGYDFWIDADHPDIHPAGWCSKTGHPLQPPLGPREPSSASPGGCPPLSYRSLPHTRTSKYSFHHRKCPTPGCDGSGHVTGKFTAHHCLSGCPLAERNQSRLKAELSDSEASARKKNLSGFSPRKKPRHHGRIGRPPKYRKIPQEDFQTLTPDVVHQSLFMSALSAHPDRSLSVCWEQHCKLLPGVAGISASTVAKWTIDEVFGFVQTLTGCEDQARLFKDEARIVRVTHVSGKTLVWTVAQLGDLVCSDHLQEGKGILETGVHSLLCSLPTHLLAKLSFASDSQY
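Read-out is AlphaScreen signal from streptavidin donor and nickel chelate acceptor beads (10 ug/mL final each) bridging L3MBTL1 (50 nM) and biotinylated K9-monomethylated H3(1-15) peptide (75 nM), after 30 min compound exposure at room temperature.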
RECQ1 helicase = inhibitors of human RECQ1 DNA helicase | AID 2549 | RECQ1 DNA unwinding, red fluorescence kinetic read | Potency, µM (doses to about 57.3 µM), for inactives: at the highest dose activity, negative = inhibition, usual class: inhibitors | actives 0.54% (n = 240,000) | P46063;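 note: plate controls were vehicle for no effect and no enzyme for full effect; nearly all actives have a fitted effect of over 30% in size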
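50 nM RECQ1T1 preincubated 15 min with compound in Tris pH 8.0 buffer with MgCl2, DTT, Tween-20 and 2.5 ug/ml poly(dI-dC); started with 200 nM TAMRA/BHQ-2 forked duplex and 2 mM ATP. Unwinding read as fluorescence (525/598 nm), two reads 2 h apart.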
KinaseGlo FLuc = counter-screen: inhibitors of Kinase-Glo firefly luciferase | actives 0.28% (n = 200,000) | Kinase-Glo luciferase, ATP luminescence, 8 min | AID 1379 | Potency, µM (series often up to 38.3 µM), for inactives: at the highest dose activity change, negative = inhibition, hits mostly inhibitors; note: % is set by controls: 0 for no effect and ±100 for the full control effect; nearly all actives have a fitted effect of over 60% in size
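Luminescence was the read-out, taken after 8-minute incubation at ambient temperature. Luciferase turned over luciferin with 10 uM ATP in imidazole pH 7.2 buffer containing KCl, MgCl2, Tween 20 and BSA.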
SMN2 splice up = increases expression of the SMN2 splice variant | Potency, µM (series often up to 46.1 µM), for the others: top-dose activity change, positive = activation, actives largely listed as activators | AID 1458 | HEK293 SMN2-luciferase splicing reporter, luminescence, 30-36 h | actives 2.8% (n = 210,000); note: % of control where 0% means no effect; nearly all actives have a fitted effect of over 55% in size
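HEK293 cells carry an SMN2 […]–luciferase reporter in which exon 7 inclusion puts luciferase in frame. Cells were plated 10-12 h before compound addition, then incubated 30-36 h at 37C. ONE-Glo luminescence was read; sodium butyrate at 4.5 mM final served as control.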
Numbers without * were called inactive; i = inactive; ? = inconclusive; nt = not tested or not shown; [ ] = another dose, or the depositor's remark. Unless noted, calls come from the whole dose curve; as a rule, active = well fitted curve in the direction sought with a large enough effect; inconclusive = small, poorly fitted or top-dose-only effect, or another doubt; inactive = no such curve, though single readings can be large; an effect the other way counts as inactive or inconclusive. Potency is the fitted concentration of half-maximal effect.

SMILES	ALDH1A1 inh	KDM4E inh	Tau ThT inhib	LMNA splice mod	L3MBTL1 block	RECQ1 helicase	KinaseGlo FLuc	SMN2 splice up
COc1ccc(-c2cc(=O)c3ccccc3[nH]2)cc1	?	?	-18.7%[126 µM]	?	1.3%	-15.2%	-0.8%[39.9 µM]	-6.7%
CC(C)(C)NC(=O)Cc1ccc(Cl)c(Cl)c1	-2.4%	-3.1%	-3.6%	-10.9%[46 µM]	5.8%	-4.7%	0.5%	0.6%
Cc1cccc(CN2CCC(C(N)=O)CC2)c1	4.6%	2.0%	-8.3%	13.6%	nt	i	1.7%	-8.8%
O=C(N/N=C\c1ccc2c(c1)OCO2)c1ccc(Cn2cc(Br)c([N+](=O)[O-])n2)o1	2.9%	?	?	2.3%[46 µM]	-8.7%	5.7%	-17.3%	nt
COc1cc2c(cc1NC(=O)CSCC(=O)O)oc1ccccc12	?	-14.6%	-3.6%	-3.1%	-2.3%	-1.8%	-2.7%	8.6%
CC1CCCCN1CCNC(=O)C1CC(=O)N(c2ccc(F)c(Cl)c2)C1 (configuration not stated)	3.8%	1.4%	1.1%	0.3%	-1.1%[11.4 µM]	0.0%	-0.7%	-0.9%
Cc1ccc(-c2csc(=S)[nH]2)cc1	14.1µM*	-4.9%	?	nt	nt	-5.3%	nt	nt
CCN(CC)S(=O)(=O)c1ccc(C(=O)NCc2ccc3c(c2)OCO3)cc1	?	4.6%	8.0%	nt	4.4%	i	2.9%	?
CCn1c(=O)c([N+](=O)[O-])c(NCCN(C)C)c2ccccc21	11.2µM*	-0.7%	-11.6%	nt	-3.6%	-1.4%	-0.2%	nt
N#Cc1ncc(C(F)(F)F)cc1Sc1ccc(N)cc1	?	-1.4%	-19.9%	14.9%	nt	-0.5%	-0.9%	nt
C=CCNC(=O)C(C)Sc1ccc(Cl)cc1 (configuration not stated)	-1.2%	-1.8%	-8.5%	6.5%	5.0%	i	0.5%	-7.7%
COc1ccccc1C(C)NCC(=O)Nc1ccccc1C(F)(F)F (configuration not stated)	-4.5%	-5.4%	9.3%	-1.5%	5.6%	-16.4%	-3.1%	4.47µM*
CC(=O)Cc1nsc(NC(=O)c2ccc(COc3ccc(C)cc3)o2)n1	?	-11.1%	-8.0%	?	1.0%	-10.4%	2.2%	0.3%
O=S(=O)(c1cccc2cccc(Cl)c12)N1CCCC1	1.6%	-8.7%	?	nt	-11.1%	i	2.7%	-27.3%
CCCC1=[N+](CC(=O)c2ccc(Br)cc2)CCn2cccc21	nt	5.2%	?	nt	-14.9%	-1.0%	nt	nt
CCOc1ccc(OCC)c(NC(=O)CSc2nc3ccccc3c(=O)n2C)c1	3.2%	4.0%	-4.3%	?	-8.7%	-3.7%	-5.2%	-65.0%[inhibitor]
O=C(CSc1nnc(-c2ccco2)n1CC1CCCO1)c1ccccc1 (configuration not stated)	25.1µM*	-3.1%	-6.5%	-2.5%	-5.7%	i	-2.2%	-1.1%
O=C1c2ccccc2C(=O)N1c1ccccc1S(=O)C(F)(F)F (configuration not stated)	12.6%	2.9%	0.9%	-0.9%	2.5%	-8.7%	-4.9%	3.1%
Cc1ccccc1CN1CCN(C(=O)c2cccc(F)c2)CC1	15.8µM*	-29.8%	1.2%	-16.2%	nt	4.7%	5.0%	nt
O=C(Nc1cccnc1)C1(F)C(F)(F)C(F)(F)C(F)(F)C(F)(F)C1(F)F	-0.7%	-4.5%	-4.2%	6.3%	7.3%	i	-0.4%	9.1%
CN(C)C(=O)CSc1nc2ccccc2c(=O)[nH]1	-10.6%	4.2%	-0.4%	-7.5%	nt	-5.4%	3.0%	13.0%
O=C(COC(=O)c1cc(=O)[nH]c2ccccc12)NCc1cccs1	-11.4%	?	-7.1%	nt	5.2%	-0.2%	nt	nt
CCn1c(C)nc2cc(C(=O)N/N=C/c3cccc(OC)c3O)ccc21	-2.6%	-0.1%	?	nt	-27.6%	25.5%	1.9%	-41.7%[inhibitor]
C=CCNC(=O)CN(c1ccccc1OCC)S(=O)(=O)c1ccc(C)cc1	-11.3%	5.3%	-5.1%	6.4%	nt	-13.4%	-1.2%	13.6%
CCC(C)C(NC(=O)c1ccc(Cl)cc1)C(=O)Nc1cccnc1 (configuration not stated)	0.2%	1.5%	-3.5%	nt	9.7%	i	-2.8%	12.9%
N#Cc1cn(-c2ccccc2)nc1-c1ccccc1	0.0%	-3.4%	-10.3%	5.6%	11.8%	10.9%	0.7%	0.1%
Cc1ccc(C2C=NN(c3ccccc3)C2=O)cc1 (configuration not stated)	12.2%	0.8%	?	-8.9%[46 µM]	3.4%	-19.0%	-2.6%	nt
O=C(NC1CCCc2ccccc21)c1n[nH]c(=O)c2ccccc12 (configuration not stated)	-2.4%	-1.3%	4.4%	?	-12.0%	-3.1%	2.8%	-17.9%
CC(C)(C)c1ccc(NC(=O)COC(=O)C2=COCCO2)cc1	?	-0.8%	-13.0%	-1.4%	4.0%	?	-1.5%	-16.6%
O=C(Nc1nnc(CCN2CCCCC2)s1)c1ccc(Cl)cc1Cl	nt	11.1%	-11.0%	nt	1.2%	-0.4%	nt	nt
CC(/C=C/c1ccc(O)cc1)=N/O	-9.4%	-5.1%	8.8%	?	18.0%	-6.0%	-10.5%	?
O=C(Nc1ccccc1)N1CCC(c2nc(-c3ccc(S(=O)(=O)N4CCOCC4)cc3)no2)CC1	-1.0%	1.7%	-12.1%	?	3.5%	i	-0.5%	-25.4%
CCOC(=O)c1ccc2c(c1)nc(COc1ccc(OC)cc1)n2CC	1.9%	2.9%	?	0.8%	nt	-4.4%	3.0%	9.2%
Cc1ccc(CNC2=NCCCCC2)n1C	-4.2%	?	-21.6%	-11.4%	nt	i	-4.6%	nt
CC(=O)N(C)c1ccc(NC(=O)Nc2ccc(C)c(C)c2)cc1	?	-6.3%	-2.6%	nt	-6.5%	i	nt	nt
COc1cc(/C=N/NC(=O)c2ccc(Cl)cc2)ccc1OCC(=O)N1CC(C)OC(C)C1 (configuration not stated)	-10.9%	?	-15.0%	nt	nt	-2.7%	0.2%	22.8%
FC(F)(F)c1cc(-c2ccco2)nc(-n2nc(C(F)(F)F)cc2C2CC2)n1	?	?	-9.0%	11.2%	6.8%	i	-0.3%	-15.1%
CCCC12CN3CCN(CC(C3)/C1=N\NC(=O)Nc1ccccc1)C2	2.7%	5.6%	-7.6%	-8.9%	2.6%	1.2%	1.3%	1.4%
CC(=Nc1ccccc1)C1=C(O)CCCC1=O	0.7%	6.2%	5.0%	1.5%	8.7%	0.9%	-2.9%	14.1%
CCN1/C(=C\C(=S)Nc2ccccc2)Sc2ccccc21	?	-12.0%	7.94µM*	2.5%[46 µM]	-6.3%	-1.3%	0.7%	?
Cc1ccc(Cn2ccc(NC(=O)CCSc3nc(-c4ccco4)cc(C(F)(F)F)n3)n2)cc1	?	?	-6.5%	-14.8%	23.4%[11.4 µM]	-7.5%	2.3%	nt
COCc1cc(C)nc(Oc2ccccc2)c1C#N	10.3%	-45.1%	-8.5%	nt	1.9%	0.3%	0.9%	nt
CCOCC(=O)N(CC)Cc1ccccc1	?	-2.7%	9.2%	9.0%[46 µM]	10.1%	14.3%	1.3%	2.2%
CC(=O)N/C(=C/c1ccc2c(c1)OCO2)C(=O)NCC(=O)O	0.0%	?	-6.6%	-2.7%	9.5%	-7.2%	1.6%	-0.3%
Cc1ccc(Nc2nnns2)cc1	2.51µM*	0.1%	-18.8%	15.6%	-1.2%	-8.6%	-0.3%	-1.1%
COc1ccc(NC(=O)C23CCC(C2)C(C)(C)C3=O)cc1 (configuration not stated)	9.6%	2.8%	-5.6%	10.0%	-5.3%	-12.3%	2.1%	-21.1%
O=C(Nc1ccccc1)C1=C[C@H](c2csc3ccccc23)C[C@H](OCc2ccc(CO)cc2)O1	-6.2%	1.4%	-5.0%	nt	-3.9%	?	nt	nt
CCOc1ccccc1N1C(=O)CC(N(O)c2ccccc2)C1=O (configuration not stated)	?	4.3%	-19.4%	-2.5%	nt	-3.4%	1.8%	1.0%
C=CCSc1nnc2c(n1)OC(c1c(C)[nH]n(-c3ccccc3)c1=O)Nc1ccccc1-2 (configuration not stated)	-15.0%	1.1%	?	-3.9%[0.0737 µM]	1.2%	-9.5%	-4.0%	nt
CC(=O)Nc1ccc(Oc2cnccn2)cc1	8.9%	4.6%	4.0%	-1.9%	12.5%	-2.9%	nt	nt

The list continues:
SMILES	ALDH1A1 inh	KDM4E inh	Tau ThT inhib	LMNA splice mod	L3MBTL1 block	RECQ1 helicase	KinaseGlo FLuc	SMN2 splice up
CC(=O)c1sc(-c2ccccc2)cc1NS(=O)(=O)c1ccccc1	nt	1.6%	-8.1%	nt	-11.6%	0.0%	nt	nt
Cc1ccc(CC(=O)NCc2ccc3c(c2)OCO3)cc1	-8.7%	10.0%	-3.3%	11.7%	nt	0.2%	0.5%	3.9%
COc1ccc2c(c1)[nH]c1c(=O)n(/N=C/c3ccc(OC)c(CN4CCCCC4)c3)cnc12	nt	7.1%	-7.7%	nt	1.8%	2.6%	nt	nt
COc1cc(C2NC(=S)NC(C)=C2C(=O)c2ccccc2)ccc1O (configuration not stated)	?	-5.3%	?	2.9%	-3.8%	0.0%	-1.9%	3.7%

Only part of the results is shown; count on the stated rates, not on these rows.
